ALOX12 inh – Primary qHTS assay for inhibitors of human arachidonate 12S-lipoxygenase (ALOX12): Round 2. purified 12hLO, xylenol orange hydroperoxide absorbance. Potency, µM (series often up to 108 µM), without a hit: top-dose activity change, negative = inhibition, hits mostly inhibitors. hit rate 1.1% among 580,000. AID 1671190, 2021; also: % is scaled to controls: 0 for no effect and ±100 for the full control effect
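Purified human 12hLO at 150 nM in 25 mM Hepes, 0.01% Triton X-100, pH 7.0, preincubated 15 min at room temperature with compound. Reaction started with 40 uM arachidonic acid, 30 min at room temperature. Hydroperoxide measured by Fe-xylenol orange, 573/405 nm absorbance ratio.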
ERG Ets-DNA blk – qHTS for Small Molecule Inhibitors of the ERG Ets/DNA interaction. hit rate 0.028% among 370,000. fluorescence polarization, His-ERG Ets domain / labelled DNA. Potency, µM (top dose mostly 76.9 µM), inactives show at the top dose FP activity, negative = inhibition, usual class: inhibitors. Transcriptional regulator ERG (Homo sapiens), P11308; active = well fitted inhibition curve with a large enough effect in the polarisation, with a control signal flat; inconclusive = small, poorly fitted or top-dose-only effect, or effect the other way, or a change in a side signal; inactive = no such curve, though single readings can be large or run the other way; the % refers to the polarisation;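 also: polarization taken with two DNA probes labelled with fluorescein and Texas red; % of control where 0% means no effect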
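His-tagged ERG Ets domain (1 uM in the protein solution; 300mM KCl, 50mM Tris-HCl, 1mM EDTA, 1mM DTT, pH 7.5) received compound, then a probe mix of 5 nM fluorescein-DNA and 100nM Texas-615-DNA. Fluorescence polarization was read for both dyes.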
PGK inhibitor – qHTS Assay to Find Inhibitors of Phosphoglycerate Kinase | hit rate 0.043% among 380,000 | Potency, µM (doses to about 57.5 µM), without a hit: at the highest dose activity change, negative = inhibition, actives largely listed as inhibitors | PGK/GAPDH coupled, Kinase-Glo luminescence, 60 min | AID 602233, 2012; also: % is scaled to controls: 0 for no effect and ±100 for the full control effect; nearly all actives have a fitted effect of over 60% in size
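Recombinant glycosomal PGK reaction used 1,3-bisphosphoglycerate generated in-well by GAPDH (100nM final) in 100mM TEA pH 7.6, 5mM MgCl2, 0.01% Tween-20. After 60 minutes at room temperature, ATP was read by Kinase-Glo Plus luminescence end-point.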
HP1b binding inh – HTS for Inhibitors of HP1-beta Chromodomain Interactions with Methylated Histone Tails; hit rate 0.56% among 390,000; AID 540317, 2011; Potency, µM (top dose mostly 114 µM), without a hit: top-dose activity change, negative = inhibition, usual class: inhibitors; AlphaScreen HP1-beta / biotin-H3K9me3 peptide binding; also: nearly all actives have a fitted effect of over 70% in size; inactives centre near 23
Target sequence (P83916 whole entry, looked up): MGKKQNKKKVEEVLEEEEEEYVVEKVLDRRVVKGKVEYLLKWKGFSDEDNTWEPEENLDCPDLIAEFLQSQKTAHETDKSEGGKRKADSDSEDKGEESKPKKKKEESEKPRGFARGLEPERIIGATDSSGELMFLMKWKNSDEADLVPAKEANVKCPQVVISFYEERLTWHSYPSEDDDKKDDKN
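Compound inhibition of the preformed complex between 50 nM HP1-beta and 50 nM biotinylated H3K9me3 peptide was read by AlphaScreen. Buffer was PBS pH 7.4 with 0.01% Tween-20. Incubations ran 30 min at room temperature, with 10 ug/mL donor/acceptor beads.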
JMJD2A Tudor – qHTS Assay for Inhibitors of JMJD2A-Tudor Domain; Lysine-specific demethylase 4A (Homo sapiens), O75164; AlphaScreen JMJD2A-Tudor / H3K4me3 peptide binding; Potency, µM (titrated, usually from 114 µM), without a hit: at the highest dose activity change, negative = inhibition, most hits filed as inhibitors; hit rate 4.4% among 390,000; AID 504339, 2011; also: % is scaled to controls: 0 for no effect and ±100 for the full control effect; nearly all actives have a fitted effect of over 50% in size
Pin1 inhibitor – qHTS Assay to Find Inhibitors of Pin1; Peptidyl-prolyl cis-trans isomerase NIMA-interacting 1 (Homo sapiens), Q13526; Pin1 FP peptide displacement, HiFluor488, 10 min; Potency, µM (highest dose often 115 µM), for the others: top-dose activity, negative = inhibition, usual class: inhibitors; hit rate 0.009% among 390,000; AID 504891, 2011; active = well fitted inhibition curve with a large enough effect in the polarisation, with a control signal flat, not every such curve was filed as active; inconclusive = small, poorly fitted or top-dose-only effect, or effect the other way, or a change in a side signal; inactive = no such curve, though single readings can be large or run the other way; the % refers to the polarisation; also: % is scaled to controls: 0 for no effect and ±100 for the full control effect
Target sequence (Q13526 whole entry, looked up): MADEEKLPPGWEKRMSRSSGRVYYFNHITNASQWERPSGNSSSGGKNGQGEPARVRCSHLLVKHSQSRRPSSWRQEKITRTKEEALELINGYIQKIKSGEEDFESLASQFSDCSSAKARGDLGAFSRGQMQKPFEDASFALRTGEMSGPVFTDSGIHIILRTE
GLS inh – qHTS for Inhibitors of Glutaminase (GLS). hit rate 0.21% among 410,000. Potency, µM (titrated, usually from 45.5 µM), without a hit: at the top dose activity change, negative = inhibition, actives largely listed as inhibitors. GLS enzymatic activity, qHTS titration; also: % is scaled to controls: 0 for no effect and ±100 for the full control effect
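hKGA in 45 mM KH2PO4 (pH 8.2), 0.02% Tween-20 with compound, then 1mM L-Glutamine (stock as added) plus glutamate oxidase/HRP/Amplex red coupling mix. Fluorescence read initially and after 30 min at RT; signal change reflects glutamate formation.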
RGS4 inhibitor – Inhibitors of Regulator of G Protein Signaling (RGS) 4: qHTS. Regulator of G-protein signaling 4 (Homo sapiens), P49798. Transcreener GDP fluorescence polarization, RGS4-accelerated GTP hydrolysis. Potency, µM (doses to about 114 µM), for inactives: at the top dose activity change, negative = inhibition, hits mostly inhibitors. hit rate 0.039% among 390,000. AID 504845, 2011; also: % is scaled to controls: 0 for no effect and ±100 for the full control effect; nearly all actives have a fitted effect of over 75% in size; some results filed as inactive show a strong effect at the top dose
Target sequence (P49798 whole entry, looked up): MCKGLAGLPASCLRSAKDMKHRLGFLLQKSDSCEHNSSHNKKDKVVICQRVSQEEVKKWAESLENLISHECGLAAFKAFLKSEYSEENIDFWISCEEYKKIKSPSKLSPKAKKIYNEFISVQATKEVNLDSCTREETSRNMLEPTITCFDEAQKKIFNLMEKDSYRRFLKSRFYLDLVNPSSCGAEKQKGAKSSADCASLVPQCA
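MLSMR compounds (23 nl, pin-transferred) preincubated 10 min at room temperature with a 500nM (2x) first reagent, then RGS4 at 900nM (2x) plus Transcreener GDP mix added; fluorescence polarization (620/688 nm) read before and after 90 min at 30 °C.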
rTrxR1 inhibitor – qHTS Assay for Inhibitors of Mammalian Selenoprotein Thioredoxin Reductase 1 (TrxR1): qHTS; Thioredoxin reductase 1, cytoplasmic (Rattus norvegicus), O89049; recombinant rTrxR1, NADPH fluorescence consumption, selenite substrate; Potency, µM (doses to about 114 µM), for the others: at the highest dose activity change, negative = inhibition, most hits filed as inhibitors; hit rate 1% among 390,000; also: % is scaled to controls: 0 for no effect and ±100 for the full control effect; nearly all actives have a fitted effect of over 65% in size
Target sequence (O89049 whole entry, looked up): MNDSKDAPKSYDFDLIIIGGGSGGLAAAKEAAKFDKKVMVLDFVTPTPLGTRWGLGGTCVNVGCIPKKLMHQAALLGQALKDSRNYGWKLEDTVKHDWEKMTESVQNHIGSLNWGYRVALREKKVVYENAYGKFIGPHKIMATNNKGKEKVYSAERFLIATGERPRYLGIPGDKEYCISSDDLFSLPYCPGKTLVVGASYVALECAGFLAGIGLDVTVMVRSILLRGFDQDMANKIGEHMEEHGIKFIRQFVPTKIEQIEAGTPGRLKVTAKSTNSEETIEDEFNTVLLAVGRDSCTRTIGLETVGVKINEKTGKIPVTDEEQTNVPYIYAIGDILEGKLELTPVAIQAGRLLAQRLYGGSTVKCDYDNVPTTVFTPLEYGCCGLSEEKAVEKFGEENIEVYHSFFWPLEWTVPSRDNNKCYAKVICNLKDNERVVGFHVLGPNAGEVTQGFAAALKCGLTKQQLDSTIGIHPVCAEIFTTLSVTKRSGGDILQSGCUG
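Rat TrxR1 (90 nM in the dispensed reagent) was pre-reduced with 400 uM NADPH for 5 min at room temperature, then incubated with compound for 15 min. After 400 uM selenite was added, NADPH fluorescence (Ex 340/Em 450 nm) was followed for 8 min.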
Active calls of the source: *; i = inactive; ? = inconclusive; nt = no result given; & = joins results of further samples; ! = repeats disagree; [ ] = another dose, or the depositor's remark. Unless noted, calls follow the shape of the dose curve; as a rule, active = well fitted curve in the direction sought with a large enough effect; inconclusive = small, poorly fitted or top-dose-only effect, or another doubt; inactive = no such curve, though single readings can be large; an effect the other way counts as inactive or inconclusive. Potency is read from the fitted curve at half-maximal effect.

Codes: A = ALOX12 inh; B = ERG Ets-DNA blk; C = PGK inhibitor; D = HP1b binding inh; E = JMJD2A Tudor; F = Pin1 inhibitor; G = GLS inh; H = RGS4 inhibitor; I = rTrxR1 inhibitor
> C1COCCNCCOCCOCCN1
  A = 0% | B = -2% | C = 0% | D = 36%[activator] | E = -6% | F = -1% | G = 11% | H = 3% | I = 6%
> C[C@H](CO)N1C[C@H](C)[C@@H](CN(C)C)Oc2c(NC(=O)CCC(F)(F)F)cccc2C1=O
  A = -3% | B = 1% | C = -10% | D = 53%[activator] | E = -14% | F = 0% | G = -6% | H = -19% | I = 14%
> COCCCNC(=O)C1CC(=O)OC1c1ccc(OC)c(OC)c1 (stereo not given)
  A = -15% | B = 7% | C = i | D = 30% | E = -7% | F = -1% | G = 13% | H = -9% | I = 25%[57.1 µM]
> COCCNc1ncnc2c1[nH]c1ccccc12
  A = 29% | B = 1% | C = 0% | D = 13% | E = -1% | F = 1% | G = 1% | H = -4% | I = -16%[57.1 µM]
> COc1cccc(CC2(CO)CCN(Cc3cccn3-c3cccnc3)CC2)c1
  A = 12% | B = 2% | C = -9% | D = 19% | E = -20% | F = 0% | G = -6% | H = -20% | I = 0%[57.1 µM]
> Cc1ccccc1Cn1c(=O)n(Cc2ccco2)c(=O)c2sc3ccccc3c21
  A = ? | B = -6% | C = -5% | D = 22% | E = -12% | F = 27% | G = 9% | H = -46% | I = ?
> CCOc1ccccc1NS(=O)(=O)c1c[nH]c(C(=O)OC)c1
  A = -4% | B = -5% | C = 2% | D = 39%[activator] | E = -7% | F = -1% | G = 11% | H = 7% | I = -6%
> CC(C)(C)NC(=O)c1ccc2c(c1)CCO2
  A = 98%[activator] | B = -1% | C = -8% | D = 54%[activator] | E = -1% | F = -5% | G = -2% | H = 1% | I = 7%
> N#CC1=C(N)OC2=C(C(=O)CCC2)C1c1cccs1 (stereo not given)
  A = 10% | B = 6% | C = 5% | D = 29% | E = -6% | F = -1% | G = 2% | H = 6% | I = 18%[57.1 µM]
> CCc1ccc(C(=O)N2CCCC2)s1
  A = 28% | B = -23% | C = -1% | D = 29% | E = -3% | F = -1% | G = -1% | H = 16% | I = 6%
> CC(=O)N/C(=C\c1ccc2c(c1)OCO2)C(=O)NC(C(=O)O)c1ccccc1 (stereo not given)
  A = -12% | B = -7% | C = i | D = 8% | E = -11% | F = 12% | G = -4% | H = -5% | I = -18%
> O=C(Cc1ccc(Cl)cc1)NCC(=O)N1CCN(Cc2ccccc2)CC1
  A = 0% | B = 1% | C = -7% | D = 19% | E = -1% | F = -10% | G = -7% | H = -18% | I = -13%
> O=C(C1=C[C@H](c2ccccc2)C[C@H](OCCCCO)O1)N1CCOCC1
  A = 0% | B = 42%[activator] | C = i | D = 33% | E = 0% | F = 1% | G = -4% | H = 4% | I = 4%
> COc1ccc(NC(=O)C(=O)N/N=C(\C)CC(=O)Nc2ccccn2)c(OC)c1
  A = 172%[activator] | B = 0% | C = -1% | D = 26% | E = -14% | F = -3% | G = -8% | H = -3% | I = 7%[57.1 µM]
> Cc1cc(S(=O)(=O)NCC(C)C)ccc1OCC(=O)NCC1CCCO1 (stereo not given)
  A = -18% | B = 0% | C = 3% | D = 27% | E = -5% | F = 5% | G = 5% | H = 6% | I = 3%

Codes: A = ALOX12 inh; B = ERG Ets-DNA blk; C = PGK inhibitor; D = HP1b binding inh; E = JMJD2A Tudor; F = Pin1 inhibitor; G = GLS inh; H = RGS4 inhibitor; I = rTrxR1 inhibitor
> COc1ccc(NC(=O)c2oc3c(c2C)-c2nn(Cc4ccccc4Cl)cc2CC3)cc1OC
  A = ? | B = -11% | C = i | D = 28% | E = -10% | F = -6% | G = 10% | H = -3% | I = 37%[11.4 µM]
> CCN(Cc1ccccc1)S(=O)(=O)c1ccc(S(=O)(=O)N2CCN(C)CC2)cc1
  A = -2% | B = -4% | C = 3% | D = 21% | E = -8% | F = -10% | G = -3% | H = -7% | I = 11%
> COc1ccccc1CNC(=O)c1cc(-c2ccccc2)n[nH]1
  A = -17% | B = -2% | C = -1% | D = 57%[activator] | E = -8% | F = -3% | G = -6% | H = -21% | I = 10%
> CN(C(=O)c1ccc(OC2CCN(S(=O)(=O)N(C)C)CC2)cc1)C1CCCCC1
  A = -9% | B = -18% | C = -9% | D = 30% | E = 1% | F = -5% | G = -2% | H = 16% | I = 9%[11.4 µM]
> CCc1cc(=O)oc2cc(C)cc(O)c12
  A = -18% | B = 2% | C = 3% | D = 30% | E = 1% | F = -2% | G = 17% | H = 23% | I = 0%
> CC1CCCN(S(=O)(=O)c2ccc(Cl)s2)C1 (stereo not given)
  A = 4% | B = 6% | C = i | D = 31%[activator] | E = 22% | F = ? | G = 3% | H = 24% | I = -1%
> CCOC(=O)Cn1cnc2scc(-c3ccc(C)c(C)c3)c2c1=O
  A = -29% | B = 9% | C = -1% | D = 27% | E = -13% | F = 1% | G = 1% | H = -15% | I = 15%
> Cc1ccc(C(C)C)c(OCC(=O)N2CCC(c3nc4ccccc4o3)CC2)c1
  A = ? | B = 3% | C = i | D = 83%[activator] | E = 11% | F = 2% | G = 7% | H = -5% | I = 21%
> CCCCC(=O)Nc1ccc(C(=O)Nc2ccc(S(=O)(=O)Nc3nccc(C)n3)cc2)cc1
  A = -22% | B = -9% | C = -1% | D = 25% | E = -5% | F = 2% | G = -3% | H = 7% | I = 0%
> Cc1nn(Cc2noc(C(=O)NCC3CCCO3)n2)c(C)c1Br (stereo not given)
  A = -17% | B = -17% | C = i | D = 22% | E = 2% | F = -8% | G = 2% | H = -5% | I = -3%
> CCN(C(=O)CN1C(=O)CN(C)C1=O)c1cccc2ccccc12
  A = -25% | B = 19% | C = i | D = 8% | E = -15% | F = -7% | G = 1% | H = 3% | I = -7%
> O=[N+]([O-])c1c(NCCCO)cc(N2CCCCCC2)c2nonc12
  A = 8% | B = -10% | C = i | D = 22% | E = -16% | F = 4% | G = 8% | H = -8% | I = -66%
> Cc1ccc(NC(=O)CSc2nc3ccccc3n2CC(=O)N(C)C2CCCCC2)cc1C
  A = 4% | B = -2% | C = -2% | D = 35% | E = 0% | F = ? | G = -6% | H = 8% | I = 10%[57.1 µM]
> COc1ccc(-c2cc(C(F)(F)F)nc(SCCC(=O)NCc3ccccc3)n2)cc1
  A = 5% | B = 2% | C = 0% | D = 33% | E = 5% | F = -4% | G = 0% | H = 6% | I = 5%
> CCOc1ccc(S(=O)(=O)N2CCC(c3ccccc3)CC2)cc1C(=O)O
  A = 2% | B = -9% | C = -6% | D = 25% | E = -2% | F = 0% | G = -2% | H = -20% | I = -25%

Codes: A = ALOX12 inh; B = ERG Ets-DNA blk; C = PGK inhibitor; D = HP1b binding inh; E = JMJD2A Tudor; F = Pin1 inhibitor; G = GLS inh; H = RGS4 inhibitor; I = rTrxR1 inhibitor
> O=C(N/N=C/c1ccc(C(F)(F)F)cc1)c1ccc(O)cc1
  A = -7% | B = -3% | C = 0% | D = 33% | E = -8% | F = -5% | G = 3% | H = 23% | I = -20%
> Cc1cc(C)c2c(c1)/C(=N/NC(=S)Nc1ccc(F)cc1)CCC2
  A = -23% | B = -2% | C = 9% | D = 6% | E = -14% | F = 0% | G = 18% | H = 12% | I = 3%
> CCOc1ccccc1CNCc1cccn1-c1nnc(N2CCN(c3ccccc3)CC2)s1
  A = -15% | B = 2% | C = 9% | D = -21% | E = ? | F = -1% | G = 2% | H = 0% | I = 10%
> CC1(C)SC2C(NC(=O)COc3ccccc3)C(=O)N2C1C(=O)O (stereo not given)
  A = ? | B = -23%&14% | C = -4%&-3% | D = 14%&21% | E = -21% | F = ? | G = 8.9µM*! | H = 10%&-11% | I = 10%
> Cc1cc(Nc2ccccc2)nc(N2CCOCC2)n1
  A = 2% | B = -2% | C = -6% | D = 26% | E = 6% | F = 0% | G = -11% | H = 3% | I = 6%[57.1 µM]
> COc1cccc(CN(C)C(=O)c2ccc(NC(=O)CC3SC(N4CCCC4)=NC3=O)cc2)c1OC (stereo not given)
  A = -10% | B = 6% | C = -11% | D = 18% | E = -11% | F = -8% | G = -11% | H = -2% | I = -9%
> O=S(=O)(c1ccccc1)n1ccc2cccnc21
  A = -16% | B = 6% | C = i | D = 31%[activator] | E = 2% | F = 2% | G = -2% | H = -22% | I = 12%[57.1 µM]
> COc1ccc(-c2nc(-c3ccncc3)no2)cc1OC
  A = 0% | B = 2% | C = -1% | D = 27% | E = -6% | F = 0% | G = nt | H = 22% | I = -7%

Compound activity from PubChem.

The list is partial. The share of hits here may be higher or lower than overall.
